Screening results from PubChem.
TRHR enhancer = qHTS for Small Molecule Agonists and Allosteric Enhancers of Human TRH Receptor: Primary Screen for Enhancers; Thyrotropin-releasing hormone receptor (Homo sapiens), P34981; TRHR cells, fluo-8 calcium fluorescence, EC20 TRH enhancement; enhancement, % at 2 µM; 360,000 tested, 0.66% active; AID 493056, 2011; in the data active means enhancement above about 30%; further: 0% is about no effect
Target sequence (P34981 whole entry, looked up): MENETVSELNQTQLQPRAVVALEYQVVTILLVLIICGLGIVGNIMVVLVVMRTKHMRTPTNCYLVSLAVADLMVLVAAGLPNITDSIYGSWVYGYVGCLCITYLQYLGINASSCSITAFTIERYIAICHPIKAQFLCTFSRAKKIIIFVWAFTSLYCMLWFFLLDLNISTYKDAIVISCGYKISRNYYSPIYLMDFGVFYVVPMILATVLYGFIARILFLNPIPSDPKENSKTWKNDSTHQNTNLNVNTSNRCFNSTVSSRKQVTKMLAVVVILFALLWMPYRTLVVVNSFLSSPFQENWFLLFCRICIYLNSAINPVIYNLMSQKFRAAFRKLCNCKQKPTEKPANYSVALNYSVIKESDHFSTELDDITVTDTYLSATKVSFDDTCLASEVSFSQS
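Enhancer read-out: after compound pinning and an initial kinetic agonist-mode read, an EC20 of TRH (10 nM final) was injected and fluo-8 calcium signal (Ex 480/Em 530) followed at 1 s/cycle for 100 cycles in TRHR-expressing cells.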
Pin1 inhibitor = qHTS Assay to Find Inhibitors of Pin1; Peptidyl-prolyl cis-trans isomerase NIMA-interacting 1 (Homo sapiens), Q13526; Pin1 FP peptide displacement, HiFluor488, 10 min; Potency, µM (top dose mostly 115 µM), inactives show at the top dose activity, negative = inhibition, usual class: inhibitors; 390,000 tested, 0.009% active; AID 504891, 2011; active means well fitted inhibition curve with a large enough effect in the polarisation, with a control signal flat, not every such curve was filed as active; inconclusive means small, poorly fitted or top-dose-only effect, or effect the other way, or a change in a side signal; inactive means no such curve, though single readings can be large or run the other way; the % refers to the polarisation; further: potency means the concentration at half of the fitted maximal effect; on the % scale 0 is the no-effect control and ±100 the full control effect
Target sequence (Q13526 whole entry, looked up): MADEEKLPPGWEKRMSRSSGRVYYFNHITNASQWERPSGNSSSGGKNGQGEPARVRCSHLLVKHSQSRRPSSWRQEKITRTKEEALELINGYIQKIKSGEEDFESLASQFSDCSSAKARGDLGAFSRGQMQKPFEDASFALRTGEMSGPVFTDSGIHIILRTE
TRHR agonist = qHTS for Small Molecule Agonists and Allosteric Enhancers of Human TRH Receptor: Primary Screen for Agonists; Thyrotropin-releasing hormone receptor (Homo sapiens), P34981; TRHR cells, calcium flux fluo-8, FDSS agonist mode; activation, % at 2 µM; 360,000 tested, 0.18% active; in the data active means activation above about 30%; further: 0% is about no effect
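Agonist-mode FDSS calcium read (Ex 480/Em 530, 1 s cycles) in 1536-well TRHR cells with fluo-8 dye, after 10-cycle baseline and 23 nL compound addition; TRH at EC20 (10 nM final) added afterwards for the enhancer phase.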
D2 antagonist = HTS Assay for Allosteric Antagonists of the Human D2 Dopamine Receptor: Primary Screen for Antagonists; inhibition, % at 10 µM; HEK293 TREx D2 cells, calcium flux, dopamine EC80; 340,000 tested, 2% active; D(2) dopamine receptor (Homo sapiens), P14416; in the data active means inhibition above about 30%; further: 0% is about no effect
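Inhibition of EC80 dopamine-driven calcium flux, recorded kinetically, defines activity here; cells are a tetracycline-induced HEK293 T-REx line expressing force-coupled D2.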
USP1-UAF1 inh = Inhibitors of USP1/UAF1: Primary Screen; recombinant USP1/UAF1, Ub-Rhodamine cleavage fluorescence; Potency, µM (highest dose often 57.1 µM), for inactives: at the top dose activity change, negative = inhibition, most hits filed as inhibitors; 390,000 tested, 0.23% active; further: potency means the concentration at half of the fitted maximal effect; on the % scale 0 is the no-effect control and ±100 the full control effect; nearly all actives have a fitted effect of over 60% in size; inactives centre near -12
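Step one: compound is pinned into 1nM USP1/UAF1 in HEPES pH 7.8 buffer with TCEP. Step two: 15 min room-temperature incubation. Step three: Ub-Rho (150nM final) starts cleavage, tracked by fluorescence over six one-minute reads.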
IDH1 R132H inh = qHTS for Inhibitors of mutant isocitrate dehydrogenase 1 (IDH1): qHTS; IDH1-R132H enzyme, NADPH consumption, diaphorase/resazurin fluorescence; Potency, µM (highest dose often 76.6 µM), without a hit: top-dose activity change, negative = inhibition, actives largely listed as inhibitors; 390,000 tested, 0.093% active; AID 602179, 2012; further: potency means the concentration at half of the fitted maximal effect; on the % scale 0 is the no-effect control and ±100 the full control effect; nearly all actives have a fitted effect of over 65% in size
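IDH1-R132H (0.5 ug/mL) preincubated 30 min with compound, then NADPH (0.016 mM) and alpha-KG (2 mM) added; 80 min at RT, pH 7.5. Remaining NADPH coupled via diaphorase/resazurin to fluorescence (540/590 nm); concentration-response curves normalized to no-enzyme control.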
TrxR1 substrate = qHTS Assay for Substrates of Mammalian Selenoprotein Thioredoxin Reductase 1 (TrxR1): qHTS; Thioredoxin reductase 1, cytoplasmic (Rattus norvegicus), O89049; purified TrxR1 substrate turnover, NADPH consumption readout; Potency, µM (titrated, usually from 114 µM), for the others: at the highest dose activity change, negative = substrate turnover; 390,000 tested, 0.01% active; AID 588456, 2011; further: potency means the concentration at half of the fitted maximal effect; on the % scale 0 is the no-effect control and ±100 the full control effect; nearly all actives have a fitted effect of over 50% in size
Target sequence (O89049 whole entry, looked up): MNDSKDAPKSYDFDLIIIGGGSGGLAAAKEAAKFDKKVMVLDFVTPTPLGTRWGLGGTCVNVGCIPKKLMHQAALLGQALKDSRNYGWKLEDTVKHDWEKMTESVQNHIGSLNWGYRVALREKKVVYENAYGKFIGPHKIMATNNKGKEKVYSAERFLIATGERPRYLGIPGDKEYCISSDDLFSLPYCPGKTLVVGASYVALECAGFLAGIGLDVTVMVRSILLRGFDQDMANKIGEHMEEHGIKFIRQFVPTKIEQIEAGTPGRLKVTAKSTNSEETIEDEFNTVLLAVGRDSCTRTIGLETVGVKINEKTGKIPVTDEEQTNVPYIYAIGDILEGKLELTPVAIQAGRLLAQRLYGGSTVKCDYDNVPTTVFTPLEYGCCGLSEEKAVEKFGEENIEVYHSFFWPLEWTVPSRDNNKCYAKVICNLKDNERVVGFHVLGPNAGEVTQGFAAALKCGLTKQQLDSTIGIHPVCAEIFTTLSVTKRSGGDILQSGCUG
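Rat TrxR1, dispensed at 90 nM, was prereduced with 400 uM NADPH (final) for 5 min at ~22 deg C, then incubated with compound 15 min before 400 uM selenite. A first-read NADPH fluorescence drop versus no-compound background flagged substrates.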
rTrxR1 inhibitor = qHTS Assay for Inhibitors of Mammalian Selenoprotein Thioredoxin Reductase 1 (TrxR1): qHTS. 390,000 tested, 1% active. AID 588453, 2011. Potency, µM (titrated, usually from 114 µM), for the others: at the top dose activity change, negative = inhibition, most hits filed as inhibitors. recombinant rTrxR1, NADPH fluorescence consumption, selenite substrate; further: potency means the concentration at half of the fitted maximal effect; on the % scale 0 is the no-effect control and ±100 the full control effect; nearly all actives have a fitted effect of over 65% in size
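Rat TrxR1 (90 nM in the dispensed reagent) was pre-reduced with 400 uM NADPH for 5 min at room temperature, then incubated with compound for 15 min. After 400 uM selenite was added, NADPH fluorescence (Ex 340/Em 450 nm) was followed for 8 min.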
D2 ag = HTS Assay for Allosteric Agonists of the Human D2 Dopamine Receptor: Primary Screen for Agonists | HEK293 T-REx D2 cells, calcium flux agonist mode | 340,000 tested, 0.53% active | D(2) dopamine receptor (Homo sapiens), P14416 | AID 485358, 2010 | activation, % at 2 µM;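 active means activation over 3 SD above normal in the single-dose calcium agonist read, cut at about 30% in these data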; further: 0% is about no effect
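Agonism scored from kinetic calcium signal (1 read/sec, 180 s) following compound pin transfer, after a 10 s baseline. Cells: HEK293 Trex line expressing inducible D2 receptor coupled to calcium, dye-loaded after overnight culture at 30 C.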
Active calls of the source: *; ? = inconclusive; · = not tested or not shown; & = joins results of further samples; [ ] = dose if it differs, or a comment. Unless noted, the call rests on the fitted dose curve; in most records, active means well fitted inhibition curve with a large enough effect; inconclusive means small, poorly fitted or top-dose-only effect; inactive means no such curve, though single readings can be large or run the other way.

SMILES	TRHR enhancer	Pin1 inhibitor	TRHR agonist	D2 antagonist	USP1-UAF1 inh	IDH1 R132H inh	TrxR1 substrate	rTrxR1 inhibitor	D2 ag
O=C(c1ccc(CSc2nc3ccncc3[nH]2)cc1)N1CCCCCC1	1	-5%	0.3	5	-18%	7%	7%	28%	0.0
COc1ccc(C(=O)c2c(-c3cccc(C)c3)oc3ccc(N4CCOCC4)cc23)cn1	-1	46%[activator]	-0.3	13	-32%	5%	6%[57.1 µM]	10%	-1.3
CCC(C)NC(=O)C1CCN(C(=O)N(C)C)CC1 (configuration not stated)	-2	7%	-0.8	-16	?	4%	9%	14%	0.2
COc1cc(/C=C/C(=O)Nc2nc3ccc(S(=O)(=O)N(C)C)cc3s2)cc(OC)c1OC	0	53%[activator]	0.4	-2	-3%	-5%	41%[activator]	62%[activator]	1.7
Cc1cc(C)c2sc(N(CCN(C)C)C(=O)CCS(=O)(=O)c3ccccc3)nc2c1	3	14%	0.0	2	-24%	1%	-1%	?	0.6
O=C(c1ccc(CS(=O)(=O)c2ccc(Br)cc2)o1)N1CCN(c2ccccn2)CC1	5	-6%	-0.5	-21	-3%	1%	-9%	-9%	0.5
Cc1ccc(C(=O)Nc2ccc3c(c2)OCO3)cc1S(=O)(=O)N1CCOCC1	16	-13%	0.0	-1	-18%	5%	-2%	-3%	0.6
COc1ccc(CC(=O)N2CC(C)CC(C)C2)cc1OC (configuration not stated)	2	-2%	1.9	-12	-11%	0%	-3%	0%	0.1
CC(CN1CCOCC1)OC(=O)c1ccc(C(C)(C)C)cc1 (configuration not stated)	1	0%	-1.4	71*	-23%	3%	-3%	12%	-2.2
S=C(Nc1ccccc1)N1CCCCC1	3	1%	0.8	18	1%	-9%	-4%	-14%	0.3
O=c1c2cnn(-c3ccc(F)cc3)c2ncn1Cc1ccccc1Cl	-1	-1%	-1.2	·	-12%	-16%	-1%	5%	0.0
COc1cc(C2c3cc4c(cc3OC(N3CCCC3)C2C)OCO4)cc(OC)c1O (configuration not stated)	·	-8%	·	·	-9%	7%	9%[57.1 µM]	5%[11.4 µM]	·
Cc1ccccc1Cn1c(SCc2ccc(C(=O)NC3CCCC3)cc2)nc2ccncc21	-7	-10%	0.5	·	2%	-8%	-2%	19%	0.1
COc1ccc(S(=O)(=O)N2Cc3ccccc3CC2C(=O)Nc2ccc(O)cc2)cc1OC (configuration not stated)	-2	5%	-0.6	-2	-21%	-11%	-3%	9%	-0.2
Cc1cc(C)n2nc(C(=O)OCC(=O)c3ccccc3Cl)nc2n1	-2	6%	-0.2	-10	-13%	3%	-9%	-13%	0.2
COc1ccc(OCCOC(=O)C(C)NS(=O)(=O)c2ccc(NC(C)=O)cc2)cc1 (configuration not stated)	1	5%	0.4	·	-6%	4%	-2%	23%	·
Fc1ccccc1-c1nc(-c2ccccc2)no1	-3	0%	-0.1	17	-2%	8%	-11%	-3%	-0.4
COCCNC(=O)CSc1nc(-c2cc(OC)c(OC)c(OC)c2)[nH]c1-c1ccc(Cl)cc1	9	4%	-0.3	·	?	17%	4%	6%	0.0
CNC(=O)C(=O)NCCc1ccc(Cl)cc1	1	5%	-0.4	-2	-21%	0%	10%[57.1 µM]	14%[57.1 µM]	0.7
CC(=O)NCC(=O)N(C)C(C(=O)Nc1ccc2c(c1)OCCO2)c1ccc(C)cc1 (configuration not stated)	7	-3%	-0.1	3	-8%	16%	-10%[57.1 µM]	24%[57.1 µM]	0.2
Cc1ccsc1C(=O)NNC(=O)c1csc(N2CCOCC2)n1	-2	-1%	0.9	32*	-4%	0%	-13%	-11%	0.5
CCCCOC(=O)Nc1nnc(Cc2ccc(Cl)cc2)s1	-4	0%	0.7	20	-2%	-5%	-8%	7%	0.9
CC(NC(=O)C1(c2cccs2)CCOCC1)c1ccccc1 (configuration not stated)	-7&2	-5%&6%	-0.3&0.6	-1	-11%&-17%	0%&1%	-5%[57.1 µM]	14%[57.1 µM]	-0.8&0.6
CCN(CC)c1ccc(N=Cc2ccc([N+](=O)[O-])o2)cc1	0	-1%	0.3	-3	?	14%	6%	3.2µM*	1.5
CC(C)Oc1ccc(C(CC(=O)N(C)CCC#N)c2ccc(F)cc2)cc1 (configuration not stated)	-1	1%	-0.1	4	-16%	2%	7%[57.1 µM]	15%[57.1 µM]	0.5
Cc1cc2ccccc2n1CCNC(=O)c1ccc(F)cc1	-4	-7%	-0.3	·	-15%	5%	-6%	4%	-1.0
COc1ccc(OC)c(CNC(=O)C2CCN(S(=O)(=O)N3CCCC3)CC2)c1	14	-4%	0.5	2	11%	0%	1%	3%	0.8
O=C(CNC(=O)c1ccc(Cl)c([N+](=O)[O-])c1)NCC1CCCO1 (configuration not stated)	-3	3%	0.4	·	-6%	12%	0%	-1%	·
CC(=O)NC(Cc1c[nH]c2ccccc12)C(=O)OCC(=O)N1CCCCCC1 (configuration not stated)	-5	1%	-0.5	-7	-19%	4%	16%[57.1 µM]	23%[57.1 µM]	0.3
O=C(CSC1=Nc2ccccc2C2=NC(CC(=O)NCc3ccco3)C(=O)N12)NCC1CCCO1 (configuration not stated)	-11	-15%	1.3	0	-6%	7%	-2%	-34%	1.3
CC(C)CCN1CCN(Cc2cccc3nonc23)CC1CCO (configuration not stated)	15	-5%	0.8	54*	-15%	2%	-9%	-4%	0.9
CCOC(=O)c1sc(=S)n(C)c1NC(=O)c1ccccc1	0	-3%	-1.6	13	-8%	-7%	-14%	-22%	-1.2
CCOC(=O)CSc1ccc2nnc(CCNS(=O)(=O)c3ccccc3)n2n1	0&-4	5%&-3%	0.3&0.2	10	-14%&-31%	13%&-2%	1%[11.4 µM]	-1%[11.4 µM]	0.3&0.1
CC(=O)c1ccccc1NC(=O)COC(=O)CSCC(=O)Nc1cc(C)on1	3	-8%	2.4	-4	-4%	2%	5%	18%	0.4
Cc1noc(C)c1C(=O)Nc1ccc2ccccc2c1	-1	-11%	0.4	3	-11%	11%	0%	15%	0.9
O=C(NCc1ccc(F)cc1)C1CCC(=O)N1CCc1ccccc1 (configuration not stated)	-2	-4%	0.2	-10	-22%	-2%	5%	21%	0.5

Exported with values under each structure: entries from further up.
Results follow in this order: TRHR enhancer	Pin1 inhibitor	TRHR agonist	D2 antagonist	USP1-UAF1 inh	IDH1 R132H inh	TrxR1 substrate	rTrxR1 inhibitor	D2 ag
CC(C)CCN1CCN(Cc2cccc3nonc23)CC1CCO (configuration not stated)
  15	-5%	0.8	54*	-15%	2%	-9%	-4%	0.9
CCOC(=O)c1sc(=S)n(C)c1NC(=O)c1ccccc1
  0	-3%	-1.6	13	-8%	-7%	-14%	-22%	-1.2
CCOC(=O)CSc1ccc2nnc(CCNS(=O)(=O)c3ccccc3)n2n1
  0&-4	5%&-3%	0.3&0.2	10	-14%&-31%	13%&-2%	1%[11.4 µM]	-1%[11.4 µM]	0.3&0.1
CC(=O)c1ccccc1NC(=O)COC(=O)CSCC(=O)Nc1cc(C)on1
  3	-8%	2.4	-4	-4%	2%	5%	18%	0.4

(listing goes on)
SMILES	TRHR enhancer	Pin1 inhibitor	TRHR agonist	D2 antagonist	USP1-UAF1 inh	IDH1 R132H inh	TrxR1 substrate	rTrxR1 inhibitor	D2 ag
O=C(/C=C/c1cccc([N+](=O)[O-])c1)NCCN1C(=O)S/C(=C\c2ccc(F)cc2)C1=O	-3	6%	0.2	-13	-8%	0%	-10%	-6%	-0.2
COc1ccc(CNC(=O)COC(=O)/C=C/c2cccc(Br)c2)cc1	2	-5%	-0.3	-7	-12%	0%	8%	13%	0.4
NS(=O)(=O)c1ccc2nc(NC(=O)c3ccc4c(c3)OCCO4)sc2c1	-1	7%	0.4	-8	-26%	-6%	4%	12%	0.2
Cc1cc(NC(=O)Cc2cc(F)cc(F)c2)no1	-7	-10%	-2.1	0	-24%	-2%	8%	23%	0.3
COc1ccccc1-n1cnnc1SCC(=O)NC1CCCC1	5	-4%	0.1	-3	-17%	-9%	1%	18%	0.6
Cc1ccc(C)c(-c2nnc(NC(=O)CCS(=O)(=O)c3ccc(F)cc3)o2)c1	2	3%	-0.2	22	-6%	-1%	-2%	-10%	-1.3
Cc1ccc(-c2nc(CSCC(=O)NCC3CCCO3)c(C)o2)cc1 (configuration not stated)	-1	-8%	-0.2	5	-2%	-9%	8%	0%	-0.5
COC(=O)c1sc(-c2ccccc2)cc1NC(C)=O	3	-1%	-0.1	-8	-9%	1%	8%[57.1 µM]	9%[57.1 µM]	1.0
CCc1ccc(C(=O)NNc2ccc(C)c(Cl)c2)cc1	15	-3%	-0.7	-9	-1%	-1%	-2%[57.1 µM]	7%[57.1 µM]	-0.4
CC(Sc1ccccn1)C(=O)NC1CCCC1 (configuration not stated)	1	-3%	0.0	-11	-5%	-9%	0%	3%	-0.7
Cc1onc(-c2c(F)cccc2Cl)c1C(=O)OCC(=O)c1c[nH]c2ccccc12	-1	7%	-0.1	-1	-7%	12%	6%	25%	-0.1
Cc1c(NC(=O)Nc2ccc(F)cc2)c(=O)n(-c2ccccc2)n1C	2	-3%	1.0	0	-24%	-1%	4%	19%	-0.1
O=C(NCc1ccco1)c1cccc(F)c1	-2	-2%	0.5	13	-10%	1%	5%	3%	-0.6

A portion of the library. The share of hits here may be higher or lower than overall.
